Screening data: PubChem BioAssay, National Center for Advancing Translational Sciences (NCATS)
Pf Dd2 inh = blocks in vitro growth of P. falciparum Dd2; P. falciparum Dd2 growth, SYBR Green, 72 h; Potency, µM (series often up to 28.9 µM), for the others: at the highest dose activity, negative = inhibition, hits mostly inhibitors; 4.3% of 120,000 active; active = well fitted inhibition curve with a large enough effect; inconclusive = small, poorly fitted or top-dose-only effect; inactive = no such curve, though single readings can be large or run the other way;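 also: plate controls were DMSO vehicle for no effect and reference drug for full effect; nearly all actives have a fitted effect of over 65% in size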
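Readout: SYBR Green fluorescence, 485 nm excitation, 535 nm emission, after ~16 h lysis at 37C. Before that, Dd2-infected red cells (2.5% hematocrit) grew 72 h with compound, 29 uM top final concentration.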
Active calls of the source: *; i = inactive; ? = inconclusive; [ ] = dose if it differs, or a comment. Potency is read from the fitted curve at half-maximal effect. Some of the compounds tested. The share of hits here may be higher or lower than overall.

Molecule | Pf Dd2 inh
COc1ccc(NC(=O)N2CCCC(Cc3noc(-c4cccnc4)n3)C2)cc1 (configuration not stated) | -25%
CC(=O)N1c2ccc(S(=O)(=O)N3CCN(c4ccc(C)cc4C)CC3)cc2CC1C (configuration not stated) | -16%
O=C1Cc2c(-c3cccc(C(F)(F)F)c3)n[nH]c2CN1CCc1ccncc1 | -5%[44.1 µM]
Cc1ccc(CN2C[C@H]3CN(Cc4ccc(OC(F)(F)F)cc4)CCN3C2=O)cc1 | -24%[44.1 µM]
O=C(NC[C@H]1O[C@@H](CC(=O)N2CCN(c3ccccn3)CC2)[C@H](O)[C@@H]1O)NC1CCCCC1 | 15%
O=C1N(Cc2cccnc2)C[C@H]2CN(C3CCOCC3)CCN12 | 29%[44.1 µM]
COC(=O)CNC(=O)C1CN(c2ccccc2)C(=O)N1 (configuration not stated) | -2%[44.1 µM]
CCCN(CCC)C(=O)Cn1c(=O)n(-c2ccccc2)c(=O)c2c3c(sc21)CCCC3 | 7%
CCN1c2cc(C(=O)NCc3ccccc3OC)ccc2C(=O)N2CCCCCC21 (configuration not stated) | 5µM*
COc1ccc(-c2[nH]ncc2C(=O)N2CC[C@H](CO)[C@H](NC(=O)C3CC3)C2)cc1 | ?
O=C1CC(c2ccccc2)N(C(=O)C2CC2)CCCN(S(=O)(=O)c2cccnc2)CCN1 (configuration not stated) | -5%
NC1CCCCN(C(=O)CCN2CCc3ccccc32)C1 (configuration not stated) | ?
Cc1nc2ccccc2c(=O)n1-c1ccc(NC(=O)c2cccc([N+](=O)[O-])c2)cc1 | ?
O=C(CCCN1CCCCC1=O)N[C@@H]1[C@@H]2CCO[C@@H]2[C@@H]1C1CCCC1 | 3%
CCc1ccc(CNc2ncc(-c3cccc(OC)c3)n2C)cc1 | i[5.79 µM]
Cc1cn2c(=O)cc(COc3ccccc3NC(=O)c3ccc(Cl)cc3)nc2s1 | 20%
CN(Cc1nccn1Cc1ccccc1)C(=O)c1cccc(-n2cnnc2)c1 | -14%
Cn1ccnc1CNC(=O)C[C@@H]1C[C@H]2O[C@H](CNC(=O)NC3CCCCC3)[C@@H](O)[C@H]2O1 | 2%
Cc1cc(N2CCC(C(=O)Nc3ccc(F)cc3F)CC2)n2nc(C)c(-c3ccc(Cl)cc3)c2n1 | 20%
Cn1c(CN2Cc3[nH]cnc3C[C@H]2C(=O)NCc2ccc(C(F)(F)F)cc2)nc2ccccc21 | i
Cc1nc2cccnc2n1CC1CCCN(C(=O)Nc2cccc(C(F)(F)F)c2)C1 (configuration not stated) | 11µM*
Cc1nn(C)c(C)c1CCC(=O)N1CC[C@](C)(O)[C@@H](O)C1 | -16%
CCOc1cc(=O)n2c(c1C(=O)Nc1ccc(F)cc1C)CCCCC2 | i
COc1ccc(Cc2nc3ccc(C(=O)NCc4cc(Br)ccc4OC)cc3o2)cc1 | -16%
CC(C)CCNC(=O)CSCc1cnn(-c2ccccc2)c1-n1cccc1 | ?
CCn1cc2nc(SCc3cc(C)ccc3C)n(Cc3ccc(Cl)cc3)c(=O)c2n1 | ?
Cc1ccc(-c2nnc(Nc3cccc(O)c3)c3ccccc23)cc1S(=O)(=O)N1CCOCC1 | i
COc1ccc(C)cc1NC(=O)COCc1cc(-c2ccc(F)cc2)on1 | 46%[activator]
COC(=O)[C@@H]1Cc2ncn(C)c2CN1S(=O)(=O)c1cccc(C(F)(F)F)c1 | 6%[44.1 µM]
COc1cc(OC)cc(C(=O)N2CCC3(CC2)NC(=O)N(Cc2ccc(F)cc2)C3=O)c1 | -11%

Shown with each value named: entries from further up
SMILES: CN(Cc1nccn1Cc1ccccc1)C(=O)c1cccc(-n2cnnc2)c1
  Pf Dd2 inh: -14%
SMILES: Cn1ccnc1CNC(=O)C[C@@H]1C[C@H]2O[C@H](CNC(=O)NC3CCCCC3)[C@@H](O)[C@H]2O1
  Pf Dd2 inh: 2%
SMILES: Cc1cc(N2CCC(C(=O)Nc3ccc(F)cc3F)CC2)n2nc(C)c(-c3ccc(Cl)cc3)c2n1
  Pf Dd2 inh: 20%
SMILES: Cn1c(CN2Cc3[nH]cnc3C[C@H]2C(=O)NCc2ccc(C(F)(F)F)cc2)nc2ccccc21
  Pf Dd2 inh: i

(list continues)
Molecule | Pf Dd2 inh
O=C1NCc2ccccc2CC12CCCN2C/C=C/c1ccccc1 (configuration not stated) | -25%
O=C(CCc1nnn2c1CNCC2)NC1CC1 | -6%
C[C@@H](NC(=O)c1ccccc1)c1onc(-c2ccc(F)cc2)c1C(=O)O | 29%[44.1 µM]
CCN1CCNC(=O)C1CC(=O)N1CCn2nc(Cc3ccccc3)cc2C1 (configuration not stated) | 3%
O=C(CCC[C@@H]1[C@H]2CCCN3CCC[C@@H](CN1Cc1cccnc1)[C@@H]23)Nc1cccnc1 | i
COc1cc(NC(=O)CSc2c3c(nc4ccccc24)CCC3)cc(OC)c1OC | -8%
O=C(c1ccccc1F)N1CCC[C@H]1c1nc(-c2ccccc2)no1 | -13%
O=C(O)c1cccc2c1CCN2C(=O)Nc1ccc(F)cc1 | 13%
Cn1cccc1C(=O)N1CCC(n2cc(-c3nc(C4CC4)no3)nn2)C1 (configuration not stated) | i
Cc1noc2c(-c3cccnc3NC3CCC(O)CC3)cc(-c3ccccc3)nc12 (configuration not stated) | ?
CCO[C@H]1CN(C(=O)c2cn3cc(Cl)ccc3n2)C[C@@H]1O | 4%
COCCNC(=O)[C@H]1C[C@H](Oc2ccccc2)CN1C(=O)NC1CCCCC1 | -17%
Cc1cccc(NC(=O)Cn2nc(-c3ccccc3)c3cnc4ccccc4c32)c1 | i
O=C1NCCCCCN(Cc2cn[nH]c2-c2ccc(F)cc2)[C@H]2CCC[C@@H]12 | i
O=C(O)c1ccc(NC(=O)c2ccc(Cl)c(S(=O)(=O)N3CCCCCC3)c2)cc1 | i

Part of the list above, with each value named.
> Cc1cc(N2CCC(C(=O)Nc3ccc(F)cc3F)CC2)n2nc(C)c(-c3ccc(Cl)cc3)c2n1
  Pf Dd2 inh: 20%
> Cn1c(CN2Cc3[nH]cnc3C[C@H]2C(=O)NCc2ccc(C(F)(F)F)cc2)nc2ccccc21
  Pf Dd2 inh: i
> Cc1nc2cccnc2n1CC1CCCN(C(=O)Nc2cccc(C(F)(F)F)c2)C1 (configuration not stated)
  Pf Dd2 inh: 11µM*
> Cc1nn(C)c(C)c1CCC(=O)N1CC[C@](C)(O)[C@@H](O)C1
  Pf Dd2 inh: -16%

The results go on:
Molecule | Pf Dd2 inh
CCc1[nH]c2ccc(CNC(=O)c3coc(CN4CCOCC4)c3)cc2c1C | 10%
CC(=O)Nc1ccc(C2(C(=O)NCc3ccc(Cl)cc3)CCC2)cc1 | -13%
N[C@H]1CCC[C@@H](C(=O)NCc2nc(-c3cccc(F)c3)c(-c3ccccn3)[nH]2)C1 | -16%
COc1cc(OC)c(NC(=O)c2cc(C(C)=O)n3ccccc23)cc1Cl | ?
O=C(c1ccccn1)N1CCn2c(nn(-c3ccc(F)cc3F)c2=O)C1 | i
OC1CCC(c2nc(C3CCOC3)n[nH]2)CC1 (configuration not stated) | 0%
CCOc1ccc(C(=O)c2cn(Cc3ccc(Cl)cc3)c3cc(OC)c(OC)cc3c2=O)cc1 | 7.9µM*
COc1ccc(OCc2ccc(-c3nc(C#N)c(NCc4ccccc4)o3)o2)cc1 | ?
COc1ccc(OC)c(-c2noc(N3CCN(c4cccc(C(F)(F)F)c4)CC3)n2)c1 | i
Cc1nn(-c2ccccc2)c2c1N(CC(=O)N1CCN(c3ccccc3F)CC1)C(=O)CS2 | 16%
Nc1c(C(=O)c2ccccc2)sc(Nc2ccc(Cl)c(Cl)c2)c1C(=O)Nc1ccccc1 | -8%
CCOC(=O)c1c(C)[nH]c(C)c1S(=O)(=O)N(C)CC(=O)N1CCN(c2cccc(C)c2C)CC1 | 25%
O=C1NCCCCCN(Cc2cccc(F)c2)[C@H]2CCC[C@@H]12 | ?
O=C(NC1CCN(c2cnn(Cc3ccccc3)c(=O)c2)CC1)C1CCOC1 (configuration not stated) | 13%
Cc1cccc(NC(=O)N2CC3CC(C2)[C@H]2CCCC(=O)N2C3)c1 (some centres not stated) | -13%
O=C(c1ccccc1)N1CCCC2(CC(c3ccccn3)=NO2)C1 (configuration not stated) | 38%[activator]
Cc1noc(C)c1[S+](=O)([O-])N1CCn2c(nnc2-c2ccc(Cl)cc2)C1 | -14%
CCCn1ccc2oc(C)c(C(=O)NCc3ccc(CC)cc3)c2c1=O | -14%
CC(C)N1CCC(O)(c2csc(CN3CC[C@@H](O)C3)n2)CC1 | 23%[44.1 µM]
Cc1ccc(Cn2c(C3CCN(C(=O)c4ccc(C(C)(C)C)cc4)CC3)n[nH]c2=O)cc1 | 2.5µM*
CN(Cc1cccc(C(F)(F)F)c1)C(=O)c1cccc(Cl)c1 | ?
COCCn1c(CO)nnc1C1CC(NC(=O)c2cccn2C2CC2)C1 (configuration not stated) | -8%
O=C(c1cnc2c(c1)COc1ccc(Cl)cc1-2)c1ccccc1O | 5%
COCCCNC(=O)C1(C)CN(Cc2ccccc2)Cc2ccc(Nc3ccccc3)nc21 (configuration not stated) | i
Cc1ccc(-c2[nH]ncc2CN)cc1C | ?
Cc1ccc(-c2noc(-c3nnn(CC(=O)Nc4cc(Cl)ccc4C)c3N)n2)cc1 | i[5.79 µM]
CCc1noc([C@@H]2CC(F)(F)CN2C(=O)c2ncccn2)n1 | 5%
CC(=O)N1CCc2c(sc3c2c(=O)n(CCc2ccccc2)c(=O)n3CC(=O)Nc2ccccc2F)C1 | ?
Cc1ccc2oc([C@H]3CCN(Cc4ccc(C(=O)O)cc4)C3)nc2c1 | i
COCCN1Cc2ccc(NCc3ccccc3)nc2C(C)(C(=O)NCc2ccccc2)C1 (configuration not stated) | -26%
COc1ccc(OC)c(S(=O)(=O)NCC(=O)N2CCCCCNC(=O)CC2c2ccccc2)c1 (configuration not stated) | i
CCC(C)NC(=O)C(NC(=O)c1ccc(C)cc1)C1CCN(C(=O)c2cccc(F)c2)CC1 (configuration not stated) | 10µM*
Cc1ccc(NC(=O)c2oc3ccc(S(=O)(=O)N4CCCCCC4)cc3c2C)c(C)c1 | ?
CC(C)(C)NC(=O)N1CCC(Oc2ncccc2C(=O)N2CCOCC2)C1 (configuration not stated) | i
CC(C)CCNC(=O)CN1C(=O)CCn2nc(-c3cn(C)c4ccccc34)cc21 | 23%
O=C(c1cc(F)ccc1F)N1CCCC(Cc2noc(-c3ccccc3)n2)C1 (configuration not stated) | 19%
CS(=O)(=O)c1ccc(CN2CCOC[C@H]2c2ncc(-c3ccc(C(F)(F)F)cc3)[nH]2)cc1 | ?
Cc1cccc(NC(=O)Cn2cc(C(=O)c3ccco3)c3ccccc32)c1C | ?
COc1ccccc1CNS(=O)(=O)c1cc2c3c(c1)CCN3C(=O)CC2 | i
O=C1[C@@H]2C[C@@H](O)CN2C2(CN(Cc3cccs3)C2)C(=O)N1Cc1ccccc1F | ?
COc1cccc(CNC(=O)c2cccc3c2CCN3C(=O)c2ccc(F)cc2)c1 | i
CC(C)Oc1cccc(C2CC(=O)Nc3cc4c(cc32)OCO4)c1 (configuration not stated) | 14%
COc1ccc(C(=O)N2CCC(N3CC4CC(C3)[C@H]3CCCC(=O)N3C4)CC2)cc1 (some centres not stated) | -10%
COc1ccc(-c2[nH]nc3ncc(-c4cccnc4)nc23)cc1F | ?
CC(=O)N1CC2(Cc3ccccc31)CN(C(=O)C1CCCC1)C2 | -23%[44.1 µM]
C=CCOC(=O)C1=C(C)N=C2SC=C(CC(=O)NCC3CC3)N2C1c1cccc(OC)c1OC (configuration not stated) | ?
O=C(Nc1ccc([C@H]2OCC(=O)N(Cc3cccnc3)[C@@H]2CO)cc1)C1CCC1 | i
CN1CCN(C(=O)Cc2c[nH]c3ncc(-c4ccc(F)c(Cl)c4)cc23)CC1 | 11µM*
CCOC(=O)c1c(-c2ccccc2)oc2ccc(OCc3ccc(C)cc3)cc12 | -10%
CC(=O)N1c2ccccc2C(=O)C1N1CCN(c2ccc(F)cc2)CC1 (configuration not stated) | 22%
Cc1ccc2oc(C(=O)Nc3c(C(=O)Nc4cccc(Cl)c4)oc4ccccc34)cc(=O)c2c1 | i
COc1cc2c(cc1OCC1CC1)NC(=O)C21CCN(C(=O)CCc2cccnc2)CC1 | i
O=C(N1CCCC1)N1C2CCC1CN(Cc1cccnc1)C2 | -21%
OC1(CN2CCCCC2)CCN(Cc2cnn(-c3ccccc3Cl)c2)C1 (configuration not stated) | ?
O=C(c1ccc(F)c(F)c1)N1CCN(c2cc(-c3ccc(Cl)cc3)[nH]n2)CC1 | -21%
Cc1cccc(C(=O)N2C(C(=O)NCc3ccccc3)COC23CCC(C)CC3)c1 (configuration not stated) | i
CCNc1ccc(-c2nc(-c3ccco3)no2)cc1[N+](=O)[O-] | -7%
O=C(NCc1ccc(Cl)nc1)c1cccn2nccc12 | -6%[44.1 µM]
CC1=C[C@@H](CNC(=O)CCC(=O)O)[C@H](C(C)C)C[C@H]1CC(=O)N1CCN(c2ccccn2)CC1 | ?
CCCNC(=O)NCC1Cn2cccc2CN1Cc1ccccc1 (configuration not stated) | ?
Brc1ccc(-c2noc(-c3ccccc3)n2)o1 | 19%
